GRK2 aptamer HTS – blocks RNA aptamer binding to human GRK2. P25098. bead flow cytometry, FAM-aptamer displacement from GRK2. inhibition of aptamer binding, % at 10 µM. 330,000 tested, 0.59% active;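 active = inhibition of aptamer binding above 40%, roughly 3 SD of noise, on plates passing a quality check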;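 note: median bead fluorescence of bound FAM aptamer so fluorescent compounds give negative values; no value below 0 was filed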
Target sequence (P25098 whole entry, looked up): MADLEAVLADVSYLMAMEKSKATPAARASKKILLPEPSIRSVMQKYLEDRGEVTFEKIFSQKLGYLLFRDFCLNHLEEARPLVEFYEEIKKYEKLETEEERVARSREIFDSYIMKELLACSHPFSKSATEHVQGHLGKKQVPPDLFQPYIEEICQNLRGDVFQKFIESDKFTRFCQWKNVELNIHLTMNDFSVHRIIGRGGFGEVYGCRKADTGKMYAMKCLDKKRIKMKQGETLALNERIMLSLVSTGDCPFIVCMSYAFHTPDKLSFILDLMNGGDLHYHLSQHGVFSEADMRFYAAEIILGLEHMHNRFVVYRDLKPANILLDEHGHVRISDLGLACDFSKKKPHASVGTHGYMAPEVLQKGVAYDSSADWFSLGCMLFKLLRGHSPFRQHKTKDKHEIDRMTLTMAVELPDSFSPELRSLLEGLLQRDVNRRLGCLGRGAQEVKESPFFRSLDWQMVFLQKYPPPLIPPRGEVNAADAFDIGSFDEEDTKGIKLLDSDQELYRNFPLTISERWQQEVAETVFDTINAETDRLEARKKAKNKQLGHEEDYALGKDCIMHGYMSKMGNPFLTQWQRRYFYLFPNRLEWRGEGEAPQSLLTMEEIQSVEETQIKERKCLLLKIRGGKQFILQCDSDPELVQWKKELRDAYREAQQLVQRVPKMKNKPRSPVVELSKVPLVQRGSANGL
AGP1 TOR yeast – alters AGP1-GFP fluorescence in TOR pathway yeast screen; GFP response vs DMSO, % at 10 µM; AID 2066; S. cerevisiae AGP1-GFP multiplex flow cytometry, 3 h; GFP as percent of DMSO wells; 320,000 tested, 0.02% active;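 active = GFP response relative to DMSO above a set limit, near screen average plus 3 SD, cut at about 150% in these data; inconclusive = fewer than 70 cells counted for the yeast strain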;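 note: median GFP channel fluorescence of the gated AGP1 strain per well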
JMJD2C inh – human JMJD2C demethylase inhibition | inhibition, % at 2.35 µM | Q9H3R0 | AID 2099 | 330,000 tested, 0.069% active | GST-JMJD2C(1-420) H3K9me3 demethylation, DELFIA europium;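 active = more than half of a compound's replicate wells show inhibition beyond 50%, single wells judged on their own value; inconclusive = some, but no more than half, of replicates pass 50% inhibition; inactive = no replicate passes 50% inhibition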;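 note: signal counts dimethyl H3K9 product captured on neutravidin plate; 0% = median of DMSO wells and 100% = 0.3 times that DMSO median; strong numbers were not always called active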
Target sequence (Q9H3R0 1-420 limits assumed): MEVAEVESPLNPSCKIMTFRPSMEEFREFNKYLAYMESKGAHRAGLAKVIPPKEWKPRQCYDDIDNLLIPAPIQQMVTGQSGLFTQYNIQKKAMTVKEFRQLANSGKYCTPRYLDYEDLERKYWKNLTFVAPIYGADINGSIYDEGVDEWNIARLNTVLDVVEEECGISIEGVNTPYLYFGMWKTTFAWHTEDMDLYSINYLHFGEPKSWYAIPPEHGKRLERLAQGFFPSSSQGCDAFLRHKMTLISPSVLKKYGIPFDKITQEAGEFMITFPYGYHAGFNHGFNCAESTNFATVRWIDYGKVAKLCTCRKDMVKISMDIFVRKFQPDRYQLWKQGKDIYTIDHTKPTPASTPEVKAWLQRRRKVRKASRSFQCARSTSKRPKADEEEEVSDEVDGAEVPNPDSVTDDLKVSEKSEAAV
LAP4-GFP MLPCN – modulators of TOR pathway LAP4-GFP in S. cerevisiae; AID 2023; 320,000 tested, 0.34% active; S. cerevisiae LAP4-GFP multiplex, flow cytometry GFP, 3 h; median GFP as percent of DMSO wells; GFP response vs DMSO, % at 10 µM;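 active = GFP response vs DMSO above a set limit, about the screen mean plus 3 SD, cut at about 150% in these data; inconclusive = under 70 cell events counted for the yeast strain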
RPL19A-GFP yeast – alters RPL19A-GFP fluorescence in TOR pathway yeast screen; percent response vs DMSO, % at 10 µM; S. cerevisiae RPL19A-GFP strain, flow cytometry, 3 h; hits give low values; 330,000 tested, 0.3% active; AID 2025;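 active = percent response vs DMSO below 50%; inconclusive = fewer than 70 events counted for the yeast strain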;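 note: median channel GFP fluorescence of the barcoded RPL19A-GFP strain; ratio of sample median GFP to plate DMSO average so 100% = DMSO; lower means less RPL19A-GFP as with rapamycin TOR inhibition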
CIT2 TOR yeast – modulators of TOR pathway CIT2-GFP in S. cerevisiae; GFP response vs DMSO, % at 10 µM; S. cerevisiae CIT2-GFP strain, flow cytometry, 3 h; 100 means same as DMSO wells; AID 2029; 320,000 tested, 0.065% active;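 active = GFP response relative to DMSO above a set limit, near the screen mean plus 3 SD, cut at about 150% in these data; inconclusive = Fewer than 70 cells measured for a yeast strain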;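 note: ratio of well median GFP fluorescence to mean of DMSO wells on the plate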
VLA-4 inh – inhibition in a human VLA-4 binding assay. inhibition, % (about 7 µM as worked out from the volumes in the protocol). 330,000 tested, 0.2% active. VLA-4 expressing cells, ligand binding flow cytometry; in the data active = inhibition above about 50%
MEP2-GFP yeast – modulators of TOR pathway MEP2-GFP in S. cerevisiae; GFP response vs DMSO, % at 10 µM; S. cerevisiae MEP2-GFP strain, flow cytometry GFP, 3 h; 100% = DMSO control level; 330,000 tested, 0.51% active;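 active = GFP response versus DMSO above a set limit, roughly screen mean plus 3 SD, cut at about 180% in these data; inconclusive = fewer than 70 cells counted for a yeast strain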;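 note: median GFP fluorescence of the barcode-gated MEP2-GFP cells per well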
The depositor's hits bear a star; i = inactive; u = inconclusive; x = not tested or not shown; [ ] = dose if it differs, or a comment.

no.	Compound	CIT2 TOR yeast	JMJD2C inh	AGP1 TOR yeast	RPL19A-GFP yeast	GRK2 aptamer HTS	MEP2-GFP yeast	VLA-4 inh	LAP4-GFP MLPCN
1	CC(=O)/C(=N\Nc1ccccc1)Sc1nnc(-c2ccccc2)n1-c1ccccc1	116	1	105	112	2	105	21	103
2	CCNc1nc(Sc2ccc(C)cc2)cc(C(F)(F)F)n1	87	i	96	94	3	100	24	95
3	O=C(O)C1=NN(c2ccccc2)C(=O)C1	100	-5	107	107	3	100	6	104
4	COc1ccc(OC)c(C(=O)N2CCC(CCC(=O)NC3CC3)CC2)c1	109	x	104	98	0	105	8	101
5	COC(=O)c1nc2cc(C)ccn2c1F	103	-15	105	102	0	100	30	105
6	CCS(=O)(=O)c1ccc(O)c(NC(=O)c2cc(OC)c(OC)c(OC)c2)c1	100	14	107	98	0	101	8	99
7	Cc1ccc(C)c(NC(=O)C(CC(=O)O)C2CCCO2)c1 (centres undefined)	111	1	105	104	6	109	0	90
8	COc1ccc(CNC(=O)C2CCCN2S(=O)(=O)c2ccccc2)cc1 (centres undefined)	108	0	116	110	0	109	-11	101
9	COc1ccc(Cl)cc1C(=O)Nc1ccc(Br)c(C)n1	86	3	93	94	1	98	1	107
10	Cc1c(C(=O)OC(C)CCN(C)C)oc2ccccc12 (centres undefined)	u	34	19[may fluoresce violet]	55[may fluoresce violet]	0	176*[may fluoresce violet]	15	91[may fluoresce violet]
11	Cc1ccc(NC(=O)c2ccc(=O)[nH]c2)cc1S(=O)(=O)N1CCCCC1	82	9	98	100	3	96	6	96
12	CN(CC(=O)NCc1ccncc1)S(=O)(=O)c1ccccc1	100	5	101	97	0	98	7	98
13	O=C(NCc1ccccc1)c1ccc(/C=N/O)nc1	89	-2	104	100	2	97	3	98
14	CCN(C[C@H]1N[C@@](CC)(C(=O)OC)[C@H]2C(=O)N(Cc3ccccc3)C(=O)[C@@H]12)S(=O)(=O)c1ccc(F)cc1	100	-7	104	106	2	106	44	98
15	COc1ccc(OC)c(NS(=O)(=O)c2ccc(NC(=O)C3COc4ccccc4O3)cc2)c1 (centres undefined)	89	2	94	116	1	105	2	75
16	O=C(CSc1nc2nc(-c3cccs3)cc(C(F)(F)F)c2c(=O)[nH]1)Nc1ccc(F)c(F)c1	103	-2	96	103	0	103	3	92
17	CCOc1ccccc1N1CC(C(=O)N2CCc3ccccc3C2)CC1=O (centres undefined)	107	3	104	x	2	101	-1	96
18	CCCC1CC(C)(c2csc(Nc3ccc(OCC)cc3)n2)OC1=O (centres undefined)	98	-5	103	101	0	104	2	115
19	COc1ccc(C(=O)NCC(=O)NCC2COc3ccccc3O2)cc1 (centres undefined)	91	-6	98	96	2	97	7	95
20	C#CCO[C@@H]1C[C@H](n2ccc(NC(=O)c3ccccc3)nc2=O)O[C@@H]1CO	89	8	87	100	0	92	7	102
21	Cc1ccccc1CC1(CO)CCCN(C(=O)c2ccc(F)cc2)C1 (centres undefined)	91	-2	103	98	2	95	-1	103
22	O=C(NC1CC2CCCC(C1)N2C(=O)N1CCCCC1)C1CCCCC1 (centres undefined)	93	1	x	98	0	97	4	95
23	CCOC(=O)C(CC(=O)Nc1nc(C(C)=O)c(C)s1)C(C)c1ccccc1 (centres undefined)	105	12	107	103	0	106	-4	98
24	COc1ccc([C@H]2/C=C\CN(S(=O)(=O)c3ccc4ccccc4c3)[C@@H](C)C(=O)N2Cc2ccc(F)cc2)cc1	116	9	102	110	0	102	-6	122
25	O=C(Nc1cccc(S(=O)(=O)c2cccc(NC(=O)C3CC3)c2)c1)C1CC1	x	5	92	91	0	91	7	90
26	Cc1oc(C(=O)O)cc1CSCc1cc(C(=O)O)c(C)o1	97	6	107	102	4	109	17	104
27	COc1cc(CNC2CCC(C)C2)cc(OC)c1 (centres undefined)	99	3	99	101	2	105	9	105
28	O=C(N/N=C1\CC(c2ccccc2)Oc2ccccc21)c1ccccn1 (centres undefined)	102	-13	97	107	27	103	-8	97
29	O=C(Nc1cc(S(=O)(=O)N2CCOCC2)ccc1Oc1ccc(F)cc1)C1=COCCO1	107	-8	108	102	0	105	-4	104
30	CC(C)CC1NC(=O)N(CC(=O)N2CCN(S(=O)(=O)c3ccccc3)CC2)C1=O (centres undefined)	106	-1	107	101	0	105	-6	98
31	Oc1ccc2[nH]ccc2c1	110	-3	x	104	3	107	10	102
32	Cc1ccc(OCC(=O)NNC(=O)C(C)Sc2ncnc3sc(C)c(C)c23)cc1 (centres undefined)	101	-5	99	100	1	97	-9	87
33	O=C(Nc1cnc2ccccc2c1)c1ccco1	91	4	91	96	0	92	-8	100
34	O=C(CSc1nc2c(cnn2-c2ccccc2)c(=O)[nH]1)c1ccc(Cl)cc1	106	32	96	102	0	100	8	94
35	Cc1c(Cl)cccc1NC(=O)c1ncn[nH]1	106	-7	105	102	2	101	-1	109
36	CCCCCN(C(=O)CCC(=O)OCC(=O)N(CC)C1CCCCC1)c1c(N)n(CCCC)c(=O)[nH]c1=O	93	-1	101	99	0	104	27	102
37	Cc1cc(C)n2nc(SCc3cc(=O)oc4cc(O)ccc34)nc2n1	100	-13	86	92	0	96	-8	92
38	CC1(c2ccccc2)NC(=O)N(CC#N)C1=O (centres undefined)	102	12	96	95	1	105	-3	96
39	O=C(c1ccco1)N1CCN(c2nc3ccccc3n3nnnc23)CC1	102	3	116	101	2	101	-2	106
40	CCOc1cc(Cl)c(NC(C)=O)cc1OCC	103	14	107	98	0	103	2	104
41	CC(Oc1ccc(Cl)cc1)C(=O)N/N=C/c1ccsc1 (centres undefined)	95	1	102	103	3	103	-11	97
42	Cc1c(C(=O)NCC(c2ccco2)N2CCCC2)oc2ccc(Cl)cc12 (centres undefined)	106	2	101	98	0	100	32	100
43	COc1ccccc1CNS(=O)(=O)c1cc2c3c(c1)CCC(=O)N3CCC2	84	-18	106	95	3	96	13	100
44	CCCn1cc(SCC(=O)Nc2nnc(C)s2)c2ccccc21	90	-24	98	93	3	97	5	104
45	CCOC(=O)c1ccccc1NC(=O)c1ccc2c(SCC(=O)O)c3c(nc2c1)CCCC3	99	-13	96	105	2	112	5	88
46	C#CCN(Cc1ccco1)C(=O)c1ccc(OC2CCN(Cc3ccccn3)CC2)cc1	94	-6	100	95	2	93	-1	93
47	CCCCCC(=O)NNC(=S)NC(C)=O	117	1	106	99	0	100	3	109
48	O=C(COCc1cc(-c2ccc3c(c2)OCO3)on1)Nc1cccnc1Cl	91	-2	92	95	0	111	-11	102
49	CCN(CC)S(=O)(=O)c1ccc2c(c1)nc(SCc1nc3ccsc3c(=O)[nH]1)n2CC	95	34	102	98	5	105	1	108
50	CCOc1ccc(-c2c(=O)n(OCc3ccccc3Br)c3ccccc3[n+]2[O-])c(OCC)c1	93	-1	95	95	1	93	-7	93
51	Cc1cc(C(=O)Nc2cccc3c2O[C@@H](CN(C)S(C)(=O)=O)[C@H](C)CN([C@@H](C)CO)C3=O)n(C)n1	99	x	99	100	0	98	5	103
52	Cn1nc(C(F)(F)F)c2cc(NC(=O)OCC(C)(C)C)sc21	99	5	105	101	0	110	3	111
53	CC(=O)CCS(=O)(=O)c1ccc(NC(C)=O)cc1	100	8	100	97	1	100	-8	98
54	CC(C)(C)CC(=O)Nc1ccc(S(=O)(=O)N2CCCC2)cc1	97	29	101	94	4	90	-5	105
55	CCOC(=O)C(C(=O)Nc1nc2ccccc2s1)C1CCCCC1 (centres undefined)	88	9	97	101	2	97	21	118
56	CCOC(=O)c1c(NC(=O)CC)sc(C(=O)N2CCCCC2)c1C	102	1	101	100	0	101	9	98
57	CC(NC(=O)COC(=O)c1nc(Cl)ccc1Cl)c1ccccc1 (centres undefined)	110	-5	102	102	0	100	10	92
58	CCS(=O)(=O)c1ccc(-c2csc(-c3ccc(Cl)cc3)n2)c(Cl)c1Cl	109	-1	36	x	1	119	-4	96
59	COc1ccc2[nH]c3c(c2c1)CCNC3C1CC=C(C)CC1 (centres undefined)	90	12	93	93	0	90	1	109
60	O=C(NCCCN1CCN(Cc2ccccc2)CC1)c1nnc(Cc2c(F)cccc2Cl)o1	89	-18	98	94	0	100	9	98

Remaining list, next part:
no.	Compound	CIT2 TOR yeast	JMJD2C inh	AGP1 TOR yeast	RPL19A-GFP yeast	GRK2 aptamer HTS	MEP2-GFP yeast	VLA-4 inh	LAP4-GFP MLPCN
61	Cc1ccc(S(=O)(=O)N2CCC(C(=O)OCc3ccc([N+](=O)[O-])cc3)CC2)cc1	91	7	97	96	0	101	19	96
62	COc1ccccc1OCC(=O)Nc1ccc(S(=O)(=O)Nc2cc(C)nc(C)n2)cc1	99	-1	107	x	2	96	24	98
63	CC(=O)Nc1ccc(C2=CC(=O)C[C@H](c3ccc4c(c3)OCO4)C2)cc1	91	8	93	94	0	94	4	97
64	COc1ccc(CN(C)C(=O)C2CSC3(C)CCC(=O)N23)cc1OC (centres undefined)	89	-8	89	89	2	93	-5	90
65	COc1ccc(/C=N\NC(=O)c2sc(N)nc2C)cc1OC	90	4	93	95	1	100	12	92
66	N#CC1=C(N)OC2=C(C(=O)CCC2)C1c1ccncc1 (centres undefined)	118	-1	105	102	7	101	-1	102
67	CSc1nc2nc(C)cc(-c3ccccc3)n2n1	87	-5	x	87	0	90	0	92
68	CCc1cc2c(=O)n(-c3ccc(Br)cc3)cnc2s1	95	-17	94	96	0	102	5	101
69	CCSc1nnc(NC(=O)[C@@H](NC(=O)c2ccccc2F)C(C)C)s1	100	5	105	95	2	94	-1	109
70	COc1ccc(OCCOC(=O)C(C)NS(=O)(=O)c2ccc(NC(C)=O)cc2)cc1 (centres undefined)	102	1	104	101	0	97	-27	103
71	CC(C)c1ccccc1NC(=S)NCC1(N(C)C)CCCCC1	103	12	102	100	3	103	1	98
72	COc1ccc(N2C(=O)Cc3ccccc3C2=O)cc1	94	16	94	110	1	107	8	88
73	CSc1ncccc1C(=O)OCC(=O)N1CC2(C)CC1CC(C)(C)C2 (centres undefined)	94	x	102	99	0	104	17	99
74	COc1cc(/C=C2\SC(=S)N(CC(=O)Nc3ccccn3)C2=O)cc(OC)c1OC	96	14	94	99	7	101	-8	107
75	O=S(=O)(Cc1ccccc1)N1CCCC1	99	x	98	96	2	96	-1	104
76	CC1Sc2ccc(S(=O)(=O)CCC(=O)NCc3ccccc3Cl)cc2NC1=O (centres undefined)	102	-4	102	100	0	101	-8	112
77	COCCNC(=O)Cn1c(=O)n(Cc2ccc(C(=O)NCc3ccco3)cc2)c(=O)c2ccccc21	109	4	103	102	1	101	-5	94
78	CC(C)CN(C(=O)CSc1nc2ccccc2c(=O)[nH]1)c1c(N)n(CC(C)C)c(=O)[nH]c1=O	99	-1	103	108	2	104	24	108
79	CCC1=[N+](CC(=O)c2ccc(C)cc2)CCn2c(C)ccc21	95	-1	95	97	7	91	0	93
80	N#CC1=C(S)N(c2ccc(F)cc2)C(c2ccco2)NC1=O (centres undefined)	94	1	98	100	0	97	1	98

Part of the list above, set out differently:
Second line of a record – CIT2 TOR yeast, JMJD2C inh, AGP1 TOR yeast, RPL19A-GFP yeast, GRK2 aptamer HTS, MEP2-GFP yeast, VLA-4 inh, LAP4-GFP MLPCN
76: CC1Sc2ccc(S(=O)(=O)CCC(=O)NCc3ccccc3Cl)cc2NC1=O (centres undefined)
  102, -4, 102, 100, 0, 101, -8, 112
77: COCCNC(=O)Cn1c(=O)n(Cc2ccc(C(=O)NCc3ccco3)cc2)c(=O)c2ccccc21
  109, 4, 103, 102, 1, 101, -5, 94

Screening data deposited in PubChem BioAssay by several laboratories.
